HTT aggregate: reduces HttQ103-GFP aggregates in PC12 cells; PC12 HttQ103-GFP aggregates, Acumen cytometry, 40 h; Potency, µM (highest dose often 46.1 µM), for the others: at the top dose activity change, negative = inhibition, actives largely listed as inhibitors; 220,000 tested, 1.1% active; note: % is set by controls: 0 for no effect and ±100 for the full control effect; nearly all actives have a fitted effect of over 60% in size
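Quantitative HTS on tebufenozide-induced (100 nM) PC12 cells stably expressing polyQ103 Huntingtin exon 1–GFP. Reduction of bright GFP aggregates, detected by laser scanning cytometry after lysis, identified actives across the titration.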
JMJD2E inh: JMJD2E (human) inhibition; Potency, µM (titrated, usually from 57.1 µM), for inactives: top-dose activity change, negative = inhibition, actives largely listed as inhibitors; B2RXH2; 230,000 tested, 1.6% active; JMJD2E catalytic domain, FDH-coupled NADH fluorescence (FDH is formaldehyde dehydrogenase); active = well fitted inhibition curve with a large enough effect, not every such curve was filed as active; inconclusive = small, poorly fitted or top-dose-only effect, or another doubt; inactive = no such curve, though single readings can be large or run the other way;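 note: 0% = wells with enzyme and -100% = buffer wells without enzyme; nearly all actives have a fitted effect of over 50% in size; many of its hits are not listed in these tables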
Target sequence (B2RXH2 1-337 limits assumed): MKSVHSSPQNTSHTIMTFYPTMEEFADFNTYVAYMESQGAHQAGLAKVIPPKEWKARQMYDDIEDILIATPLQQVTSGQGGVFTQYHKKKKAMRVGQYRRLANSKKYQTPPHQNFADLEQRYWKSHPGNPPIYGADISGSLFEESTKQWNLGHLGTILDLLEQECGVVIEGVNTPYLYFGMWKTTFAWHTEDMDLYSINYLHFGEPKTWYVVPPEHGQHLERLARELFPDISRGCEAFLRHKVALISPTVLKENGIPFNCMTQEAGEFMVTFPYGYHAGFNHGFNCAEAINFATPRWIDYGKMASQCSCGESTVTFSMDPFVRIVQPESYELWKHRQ
HTT ATP protect: Huntington cell model cytoprotection by ATP luminescence. PC12 HTT-Q103 induced, cytoprotection, ATP luminescence, 40 h. Potency, µM (doses to about 56.4 µM), for the others: cytoprotection (ATP increase), actives largely listed as activators. 230,000 tested, 0.14% active. AID 1471;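 note: % of control where 0% means no effect; nearly all actives have a fitted effect of over 45% in size; toxic huntingtin expression switched on by the ecdysone agonist tebufenozide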
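ATP quantification (ATPlite) reports survival of PC12 cells in which tebufenozide, 100 nM final, switches on Htt exon 1 with 103 glutamines linked to GFP; compounds are titrated.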
Tau ThT inhib: tau fibrillization inhibition (ThT binding); P10636; recombinant tau K18 P301L, heparin-induced fibrillization, ThT fluorescence; Potency, µM (highest dose often 57.4 µM), inactives show at the highest dose activity, negative = inhibition, hits mostly inhibitors; 270,000 tested, 2.1% active; note: % is set by controls: 0 for no effect and ±100 for the full control effect; nearly all actives have a fitted effect of over 55% in size
Target sequence (P10636 561-689 P618L limits assumed): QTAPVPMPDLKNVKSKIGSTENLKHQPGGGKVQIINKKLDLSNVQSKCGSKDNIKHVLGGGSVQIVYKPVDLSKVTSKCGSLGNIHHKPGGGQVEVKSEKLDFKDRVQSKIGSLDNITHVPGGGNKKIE
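ThT emission at 510 nm, taken 1 hr after adding 30 uM dye, quantifies aggregates formed when 20 uM heparin acts on human tau K18 P301L for 6 hr at 37 C.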
ALDH1A1 inh: blocks purified human ALDH1A1 activity | P00352 | Purified ALDH1A1, NADH fluorescence, propionaldehyde substrate | Potency, µM (highest dose often 75.3 µM), inactives show top-dose activity, negative = inhibition, hits mostly inhibitors | 220,000 tested, 7.3% active; active = well fitted inhibition curve with a large enough effect, not every such curve was filed as active; inconclusive = small, poorly fitted or top-dose-only effect, or another doubt; inactive = no such curve, though single readings can be large or run the other way;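 note: plate controls were no enzyme wells and a reference inhibitor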
Target sequence (P00352 whole entry, looked up): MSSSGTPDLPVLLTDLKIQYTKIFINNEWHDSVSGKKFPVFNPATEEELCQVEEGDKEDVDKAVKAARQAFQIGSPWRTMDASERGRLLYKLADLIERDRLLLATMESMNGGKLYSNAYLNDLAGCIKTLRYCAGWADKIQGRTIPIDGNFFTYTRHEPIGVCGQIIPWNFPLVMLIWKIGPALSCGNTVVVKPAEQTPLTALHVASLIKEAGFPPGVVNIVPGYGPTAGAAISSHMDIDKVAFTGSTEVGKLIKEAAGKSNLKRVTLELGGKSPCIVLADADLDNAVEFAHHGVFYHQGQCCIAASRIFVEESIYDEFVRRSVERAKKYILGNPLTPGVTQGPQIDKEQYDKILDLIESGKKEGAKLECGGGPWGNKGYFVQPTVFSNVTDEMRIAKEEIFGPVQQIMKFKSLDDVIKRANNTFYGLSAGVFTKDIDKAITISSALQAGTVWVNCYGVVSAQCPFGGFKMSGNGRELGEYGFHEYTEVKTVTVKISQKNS
Tau fluor cs: counter-screen for tau fibril formation inhibitors; tau K18 P301L (four-repeat tau fragment) Alexa594 fluorescence, heparin fibrillization; Potency, µM (top dose mostly 57.7 µM), for the others: at the highest dose activity change, negative = decrease; 280,000 tested, 0.93% active; note: % is set by controls: 0 for no effect and ±100 for the full control effect; nearly all actives have a fitted effect of over 55% in size
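Human K18 P301L tau (15 uM unlabeled plus 0.24 uM Alexa 594-labeled, final) in 100 mM sodium acetate pH 7 was mixed with compound and 20 uM heparin and incubated 6 hr at 37 C.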
Tau FP inhib: inhibitors of human tau fibril formation; P10636; 280,000 tested, 0.39% active; K18 P301L tau heparin fibrillization, Alexa594 FP, 6 h; AID 1468; Potency, µM (titrated, usually from 57.7 µM), for the others: at the top dose activity, negative = inhibition, hits mostly inhibitors; note: % is set by controls: 0 for no effect and ±100 for the full control effect; nearly all actives have a fitted effect of over 55% in size
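Quantitative HTS format: compounds meet 15 uM recombinant K18 P301L tau and Alexa 594-tau tracer in 100 mM sodium acetate pH 7; 20 uM heparin triggers fibrillization at 37 C over 6 hr; FP gives the signal.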
SMN2 splice enh: enhancers of SMN2 splice variant expression; HEK293 SMN2-luciferase splicing reporter, luminescence, 30-36 h; Potency, µM (series often up to 46.1 µM), for inactives: at the highest dose activity change, positive = activation, actives largely listed as activators; 210,000 tested, 2.8% active; note: % of control where 0% means no effect; nearly all actives have a fitted effect of over 55% in size
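qHTS luciferase splicing reporter: luminescence rises when SMN2 exon 7 is included in transfected HEK293 cells. Compound exposure lasted 30-36 h at 37C, with 4.5 mM final sodium butyrate as control, followed by a ONE-Glo read.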
The depositor's hits bear a star; ? = inconclusive; nt = no result given; & = joins results of further samples; [ ] = dose if it differs, or a comment. Unless noted, calls come from the whole dose curve; as a rule, active = well fitted curve in the direction sought with a large enough effect; inconclusive = small, poorly fitted or top-dose-only effect, or another doubt; inactive = no such curve, though single readings can be large; an effect the other way counts as inactive or inconclusive. Potency is the fitted concentration of half-maximal effect. This is a subset. The share of hits here may be higher or lower than overall.

Each structure is followed by: HTT aggregate | JMJD2E inh | HTT ATP protect | Tau ThT inhib | ALDH1A1 inh | Tau fluor cs | Tau FP inhib | SMN2 splice enh
CCc1nc2ccccc2n(CC)c1=O
    -1% | ? | -4% | -2% | ? | 0% | -4% | 5%
Cc1cc(Cl)ccc1OCCCC(=O)NO
    11% | ? | 20%[10 µM] | 4% | -3% | 10% | 10% | 2%
Cc1ccc(S(=O)(=O)N2CCN(CC(=O)N/N=C\c3ccccn3)CC2)cc1
    17%[9.22 µM] | -10% | 0%[10 µM] | -14% | ? | -18% | -4% | nt
O=C(Oc1ccc(Br)cc1C(=S)N1CCCCC1)c1cc([N+](=O)[O-])cc([N+](=O)[O-])c1
    -13% | -5% | 7% | ? | ? | 22µM*[quencher] | -1% | 22%
C/C(=N/NC(=O)c1cc(O)c(O)c(O)c1)c1ccc([N+](=O)[O-])cc1
    34% | -17% | nt | 3.5µM* | 25µM* | ? | 3% | 11%
CCOc1ccc(C2C(C(=O)Nc3cc(C)on3)c3ccccc3C(=O)N2CCN2CCOCC2)cc1 (stereo unspecified)
    13% | -2% | -24% | 2% | -4% | -2% | 3% | 7%
CN(Cc1ccccc1)S(=O)(=O)c1ccc(Cl)c(C(=O)NCc2ccc3c(c2)OCO3)c1
    27% | -9% | 18%[10 µM] | -6% | ? | -20% | 0% | -11%
CCCOC(=O)C1C2C=C[C@]3(CN(CCc4ccccc4)C(=O)[C@H]13)O2 (stereo partly specified)
    5% | -6% | 5% | -5% | -1% | 0% | -2% | 1%
O=C(NCc1nc2ncc(Br)cc2[nH]1)c1ccccc1
    -12% | 4% | -4% | -6% | ? | -1% | 5% | -13%
CC(/C=N/NC(=O)CSc1nc2ccccc2n1C)=C\c1ccco1
    31% | -21% | 21%[10 µM] | ? | 13µM* | -25% | -13% | 10%
O=C(O)Cc1ccc(NC(=S)Nc2ccc(Br)cc2Cl)cc1
    -16%[9.22 µM] | -3% | -18%[10 µM] | -1% | nt | -1% | 3% | nt
Cc1ccsc1C(=O)OC1CCOC1=O (stereo unspecified)
    3% | 4% | -7%[10 µM] | -6% | -1% | -3% | 8% | 25µM*
CCOc1ccccc1N1CCN(Cc2ccc(OC)c(OC)c2)CC1
    -11% | ? | -5%[10 µM] | -2% | ? | -2% | 4% | 20%
NC(C(=O)O)C(CC(=O)O)c1ccc(Cl)cc1 (stereo unspecified)
    nt | nt | -12% | 5% | 0% | 0% | 3% | 0%
CCCCN(CC)Cc1ccc(CNC(=O)Nc2ccc(Cl)cc2)o1
    6% | -8% | -15% | 2% | 13% | -8% | -2% | -20%
COc1ccc(C(Nc2ccccn2)c2c(NC(=O)c3ccco3)sc(C)c2C)cc1OC (stereo unspecified)
    7% | -5% | -6%[10 µM] | -15% | 4% | -26% | 4% | 1%
O=C(CSc1n[nH]c(-c2cccnc2)n1)Nc1ccnc2ccccc12
    -15% | 3% | -6% | -7% | -11% | 1% | 2% | -45%[inhibitor]
CCC(c1nnnn1C(C)(C)C)N1CCN(C2CCCC2)CC1 (stereo unspecified)
    12% | 4% | 24%[1.9 µM] | -7% | 4% | -3% | -2% | -4%
CCC(=O)N1CCc2cc(Br)cc(S(=O)(=O)N3CCCC(C(=O)Nc4ccc(C)c(F)c4)C3)c21 (stereo unspecified)
    nt | nt | nt | 2% | nt | -14% | -3% | 3%
CC(C)c1ccc(N(CC(=O)N/N=C/c2ccc(OC3CSC3)cc2)S(=O)(=O)c2ccccc2)cc1
    28% | -18% | 6%[10 µM] | -2% | -3% | -21% | -14% | -10%
Cc1ccc(C)c(NC(=O)c2ccccc2NS(=O)(=O)c2cc([N+](=O)[O-])ccc2C)c1
    2.8µM* | -8% | -52%[inhibitor][10 µM] | ? | 13% | -13% | 15% | -60%[inhibitor]
Cc1[nH][nH]c(=O)c1C(c1ccccc1[N+](=O)[O-])C(C#N)C#N (stereo unspecified)
    -17% | -12% | -1% | ? | ? | -22% | -13% | 28%
Cc1ccc(S(=O)(=O)N/N=C/c2cc(Br)ccc2O)cc1
    34%[9.22 µM] | 2% | 22%[10 µM] | ? | ? | -34% | 3% | nt
COc1cc(NC(=S)N2CCN(c3ccccn3)CC2)c(OC)cc1Cl
    -8% | 2% | 4%[10 µM] | 6% | ? | 0% | 0% | 8%[1.84 µM]
CS(=O)(=O)CCC(C(=O)OCc1ccc(Br)cc1)N1C(=O)c2ccccc2C1=O (stereo unspecified)
    -14% | 0% | 26%[10 µM] | -3% | -14% | -6% | 2% | -2%
COc1[nH]c2ccc(F)cc2c1C(=O)OCC1CCN(CCNS(C)(=O)=O)CC1
    nt | -3%&7% | 12% | -15%&-5% | 14%&3% | -20%&-10% | -7%&4% | -3%
O=C(CCN1c2ccccc2Sc2ccccc21)OCC(=O)N1CCN(C(=O)c2ccco2)CC1
    32% | 0% | -14% | ? | ? | ? | -10% | 4%
COC(=O)C(C)N1C(=O)S/C(=C/c2cc(C)n(C(C)C)c2C)C1=O (stereo unspecified)
    0% | -4% | -105%[inhibitor] | -17% | ? | -17% | 8% | 14%
COc1ccc2c(c1)C(c1cccs1)=NNC(c1ccncc1)=N2
    3%[9.22 µM] | -8% | 15%[10 µM] | ? | -10% | -21% | 0% | nt
COc1ccc(OC)c(N2Cc3cc(C)c(C)cc3C2)c1
    3% | ? | -3%[10 µM] | ? | ? | -22% | -8% | 2%
COc1cccc(-n2c(=O)c3sc4ccccc4c3n(CC(=O)Nc3ccc(F)cc3F)c2=O)c1
    nt | nt | nt | 3% | nt | -21% | -16% | -9%
COc1ccc(C(=O)N2CCN(Cc3ccc4c(c3)OCO4)CC2)cc1[N+](=O)[O-]
    ? | 10% | -10% | -8% | 1.6µM* | -11% | -3% | -32%[inhibitor]
CCOc1ccc(C2C(C(=O)OC)=C(C)NC3=C2C(=O)c2ccccc23)cc1OC (stereo unspecified)
    nt | nt | nt | ? | nt | 16µM*[quencher] | -5% | -5%
CCOC(=O)c1c(C)n(C)c2ccc(OC)c([N+](=O)[O-])c12
    8%[9.22 µM] | -10% | 7%[10 µM] | -9% | 16% | -13% | -10% | nt
Cc1cc(C)n2nc(SCCCC(=O)c3ccccc3)nc2n1
    3% | -1% | -12% | 0% | 2% | 3% | 4% | 10%
CN(C)c1ccc(NC(=O)c2sc(SCC(=O)Nc3nccs3)nc2N)cc1
    5% | -2% | -74%[inhibitor] | 4µM* | ? | 14µM*[quencher] | 11% | 69%
Cc1ccc(NS(=O)(=O)c2cc(C(=O)O)ccc2Cl)c(C)c1
    -10% | -1% | -5%[0.074 µM] | 4% | -4%&-1% | -2% | -4% | -2%
CCOC(=O)CSc1ccccn1
    8%[9.22 µM] | 11% | ? | 2% | -4% | 5% | -5% | 6%
CCc1ccc(CNC(=O)Cn2nc(C)n3c(cc4cc(C)ccc43)c2=O)cc1
    nt | nt | nt | 1% | nt | 2% | 2% | 1%
CS(=O)(=O)N(CCc1ccccc1)CC(=O)Nc1ccc2c(c1)OCO2
    16% | -2% | -34% | -4% | ? | -14% | 11% | -9%
Nc1[nH]ncc1-c1ccc(Cl)cc1
    -4% | 1% | -11% | -5% | -2% | -9% | -3% | 2%
c1ccc2c(-c3nnc4n3CCCCC4)cc(-c3ccncc3)nc2c1
    ? | -3% | 9%[1.9 µM] | -3% | ? | 1% | 8% | 22%
COc1cccc(CN2C(=O)c3ccccc3C2C(=O)NCCc2ccccc2)c1 (stereo unspecified)
    nt | nt | nt | -2% | nt | -11% | -6% | 3%
O=C(c1ccco1)N1CCN(S(=O)(=O)Cc2ccccc2Cl)CC1
    12% | 2% | -44%[inhibitor] | 6% | 10µM* | 4% | 10% | -5%
Cc1ccc(OCC(=O)N/N=C/c2ccncc2)cc1C
    25%[9.22 µM] | -14% | 5%[10 µM] | -15% | 7% | -9% | 12% | nt
Cc1cnc(C(=O)N2CCCC(C(=O)c3ccc(Cl)cc3C)C2)cn1 (stereo unspecified)
    1% | 5% | -30%[inhibitor] | -11% | 17% | -9% | -1% | nt
CCN(CC)S(=O)(=O)c1ccc2c(c1)N(CC(=O)Nc1cccc(C#N)c1)C(=O)CO2
    nt | nt | nt | 4% | nt | ? | -10% | 13%
CCOC(=O)c1cnc2c(cnn2C)c1NCCC#N
    -7% | -7% | 1%[10 µM] | -1% | ? | -5% | ? | 1%
CCOc1ccc(NC(=O)Nc2ccc(N(C)C(C)=O)cc2)cc1
    18% | 9% | -20% | ? | ? | -28% | 10% | -7%
N#CCC(=O)Nc1ccc(C(=O)NCc2ccccn2)cc1
    -2% | 2% | -28% | 0% | ? | 1% | 6% | 3%
Cc1cc2oc(=O)cc(-c3ccccc3)c2c(C)c1/C=C/c1ccc(F)cc1
    nt | nt | 7% | -6%[81.4 µM] | 2% | -11%[81.3 µM] | -11%[81.3 µM] | nt
COc1cccc(Nc2nc(-c3ccc(O)cc3)cs2)c1
    2% | -5% | -56%[inhibitor] | 11µM* | -19% | 14µM*[quencher] | 8% | 1%
O=S(=O)(NC1CCCC1)c1ccc(Br)s1
    -25% | 7% | -18% | 2% | 5% | -2% | 0% | -1%
COc1ccc(N2C(=O)/C(=C/c3ccc([N+](=O)[O-])cc3)N=C2C)c(OC)c1
    17% | 1% | -2% | ? | -12% | -24% | 14% | -14%
Cc1ccc(NC(=O)COc2ccc(/C=C3/SC(=Nc4ccccc4)N(Cc4cccnc4)C3=O)cc2)cc1
    18%[1.84 µM] | 2% | -14% | ? | -4% | -11% | -8% | 12%
O=C(CCc1ccccc1)Nc1cc(C(F)(F)F)ccc1Cl
    12% | 3% | -23% | 0% | -4% | -5% | -3% | -7%
COc1ccc(C(=O)NN(C)c2nc(C(F)(F)F)nc3ccccc23)cc1
    ? | 10% | nt | 1% | 9% | -16% | -7% | -17%
